hIAP block: human IAP inhibitors, primary screen, biochemical, luminescence, uHTS. purified IAP, CDP-Star luminescence, 30 min. inhibition, % at 10 µM. actives 0.12% (n = 330,000). AID 2544, 2010;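 active means inhibition reaching a set limit with compound at 10 µM in the primary screen, cut at about 35% in these data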;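 further: plate controls were DMSO wells with enzyme for no effect and no-enzyme buffer wells for full effect; values of inactives mirror those of a sister screen read the other way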
APOBEC3G inh: APOBEC3G DNA deaminase inhibitors, primary screen, biochemical, fluorescence, single-stranded DNA substrate, uHTS; DNA dC->dU-editing enzyme APOBEC-3G (Homo sapiens), Q9HC16; recombinant A3G, ssDNA deamination FAM/TAMRA fluorescence; actives 0.28% (n = 330,000); inhibition, % at 20 µM;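 active means inhibition of at least 40% at 20 µM, with no more than 30% in the related APOBEC3A deaminase screen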;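 further: plate controls were DMSO wells with A3G for no effect and wells lacking A3G enzyme for full effect; some compounds called inactive have numbers as strong as hits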
Target sequence (Q9HC16 whole entry, looked up): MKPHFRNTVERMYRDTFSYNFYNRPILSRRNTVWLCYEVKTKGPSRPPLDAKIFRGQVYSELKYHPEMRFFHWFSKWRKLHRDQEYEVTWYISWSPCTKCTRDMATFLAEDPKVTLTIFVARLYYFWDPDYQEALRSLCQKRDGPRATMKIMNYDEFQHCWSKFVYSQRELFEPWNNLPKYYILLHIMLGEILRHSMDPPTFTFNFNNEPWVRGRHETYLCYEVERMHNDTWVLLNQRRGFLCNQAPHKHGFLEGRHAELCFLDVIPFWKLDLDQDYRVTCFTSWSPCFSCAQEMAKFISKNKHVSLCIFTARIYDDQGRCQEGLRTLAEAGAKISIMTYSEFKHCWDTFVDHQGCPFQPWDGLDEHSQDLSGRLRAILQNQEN
TIM10 inh: growth inhibitors of isogenic TIM10 control yeast, primary screen, counter-screen for tim10-1 yeast inhibitor project, luminescence, uHTS. actives 1.4% (n = 330,000). inhibition, % at 10 µM. S. cerevisiae TIM10 strain growth, BacTiter-Glo luminescence, 24 h;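 active means inhibition of 40% or more at the single tested concentration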;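 further: wild-type TIM10 isogenic control strain grown at permissive 25 °C; 0% = DMSO yeast wells and 100% = minimal medium wells without yeast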
MIN6 prolif: inducers of MIN6 beta-cell proliferation, primary screen, ATP luminescence, uHTS; MIN6 cells proliferation, ATPlite luminescence, 48 h; cells starved in 0.2% serum; 100% = growth in 10% serum; proliferation, % at 10 µM; actives 0.29% (n = 330,000); AID 2380, 2010;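 active means compounds whose signal lies at least 3.5 SD above the mean of all wells on their plate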;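 further: 0% = DMSO-treated cells in low-serum medium and 100% = 10% serum control; some compounds called inactive have numbers as strong as hits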
NALP3 yeast inh: NALP3 inflammasome inhibitors in reconstituted yeast, primary screen, luminescence, uHTS; Yeast reconstituted NLRP3/ASC/caspase-1, beta-gal luminescence, 24 h; inhibition, % at 10 µM; actives 0.39% (n = 330,000);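 active means inhibition of 50% or more; inactive means inhibition below 50%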;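 further: plate controls were induced DMSO wells for no effect and uninduced yeast grown without galactose for full effect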
mIAP activ: activators of mouse IAP, primary screen, biochemical, luminescence, uHTS | AID 2805, 2010 | actives 0.24% (n = 330,000) | muIAP, CDP-Star luminescence, 30 min; hits give high values; 1 = vehicle-only enzyme signal, 0 = enzyme-free wells | activation factor at 10 µM;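 active means activation factor of at least 2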; further: the source names both 10 and 20 µM as test concentration; values of inactives mirror those of a sister screen read the other way
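System: mouse IAP enzyme. Reagent: CDP-Star chemiluminescent phosphatase substrate. Benchmarks: DMSO wells, no-enzyme wells. Times: 30 min enzyme-substrate-compound incubation at room temperature. Detection: luminescence from enzymatic CDP-Star hydrolysis. Doses: test compounds delivered from DMSO solution.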
mIAP block: inhibitors of mouse IAP, primary screen, biochemical, luminescence, uHTS | intestinal alkaline phosphatase [Mus musculus] | purified mouse IAP, CDP-Star luminescence, 30 min | inhibition, % at 10 µM | actives 0.2% (n = 330,000) | AID 2806, 2010;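 active means inhibition of at least 40% at 10 µM in the primary screen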;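 further: plate controls were DMSO with enzyme for no effect and no enzyme wells for full effect; values of inactives mirror those of a sister screen read the other way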
tim10-1 inh: growth inhibitors of tim10-1 mutant yeast, primary screen, luminescence, uHTS. S. cerevisiae tim10-1 ts strain growth, BacTiter-Glo, 24 h. actives 2.2% (n = 330,000). AID 463190, 2010. inhibition, % at 20 µM;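 active means inhibition of at least 40%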;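 further: mutant grown at 25 °C; 0% = DMSO wells with yeast and 100% = wells holding no yeast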
A3A deaminase: APOBEC3A ssDNA deaminase inhibitors, primary screen, selectivity assay for APOBEC3G inhibitor project, biochemical, FAM/TAMRA oligo cleavage fluorescence | DNA dC->dU-editing enzyme APOBEC-3A (Homo sapiens), P31941 | recombinant A3A, FAM/TAMRA ssDNA deamination fluorescence | inhibition, % at 20 µM | actives 0.41% (n = 330,000) | AID 493011, 2011;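 active means at least 40% inhibition at 20 µM here, with at most 30% in a related deaminase screen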;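 further: plate controls were A3A with DMSO for no effect and wells lacking A3A enzyme for full effect; some results filed as inactive read as strong as hits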
Target sequence (P31941 whole entry, looked up): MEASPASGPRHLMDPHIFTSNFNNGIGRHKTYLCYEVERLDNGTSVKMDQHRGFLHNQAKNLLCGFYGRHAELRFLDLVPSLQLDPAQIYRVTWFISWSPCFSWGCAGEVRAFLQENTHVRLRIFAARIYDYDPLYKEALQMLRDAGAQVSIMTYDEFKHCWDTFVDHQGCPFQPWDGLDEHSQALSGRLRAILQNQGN
Numbers without * were called inactive.

SMILES	hIAP block	APOBEC3G inh	TIM10 inh	MIN6 prolif	NALP3 yeast inh	mIAP activ	mIAP block	tim10-1 inh	A3A deaminase
Cc1nn(-c2ccccc2)c(N)c1C(O)(CC(=O)C(F)(F)F)C(F)(F)F (stereo not given)	-5	-6	-20	0	7	0.99	1	4	1
FC(F)(F)c1ccnc(Sc2n[nH]c(C(F)(F)F)n2)c1	3	-6	-3	-2	15	0.94	6	2	-1
Nc1nc2nc(SCC(=O)N3CCCc4ccccc43)[nH]c2c(=O)[nH]1	8	-2	7	6	5	0.94	6	6	-2
Brc1ccc(Oc2ncc(CN3CCOCC3)s2)cc1	8	-9	-7	-2	22	1	-2	-30	-5
COC(=O)c1cc2ccccc2c(-c2c(O)ccc3ccccc23)c1O	10	-5	34	-5	9	0.84	16	-4	-3
CN(CCc1ccccn1)S(=O)(=O)c1ccc(F)cc1	-14	1	-1	-2	11	1	-4	-1	3
O=C1CC(Nc2ccccc2)C(=O)N1c1ccc(N2CCOCC2)cc1 (stereo not given)	15	-3	12	0	-2	0.96	4	3	-2
CCCCCCCOc1ccc(-c2ccc(C#N)cn2)cc1	16	-5	31	-2	19	0.9	10	7	2
O=C1NN(c2ccc(F)cc2)C(=O)/C1=C/c1cccs1	19	0	-44	5	23	0.95	5	-84	2
O=C(O)CCn1c(-c2ccccc2)cc2ccccc21	8	-8	8	3	-8	0.96	4	12	0
COCCc1ncc(CN2CCCC(C(=O)Nc3cccc(-c4cccc(C)c4)c3)C2)cn1 (stereo not given)	-7	-6	7	4	20	1.1	-5	6	-3
COCCN(C(=S)Nc1cc(C)cc(C)c1)C(C)c1cccnc1 (stereo not given)	2	-1	8	-2	8	1.1	-10	20	2
CCCCN(C(=O)NC(=O)Nc1nc2ccc(OC)cc2s1)S(C)(=O)=O	-24	-6	14	-3	-1	0.99	1	12	-2
COc1ccc(-c2nnc(-c3cccnc3)o2)cc1	-6	-6	7	-3	13	0.98	2	11	-3
Cc1ccc(Nc2nc(N3CCOCC3)nc(N3CCOCC3)n2)cc1C	-21	-2	1	-2	15	1.1	-9	-12	-2
Cc1ccc(CCNC(=O)C2CCN(S(=O)(=O)c3cccc4nsnc34)CC2)cc1	21	-1	16	2	9	1	-2	26	-1
Cc1[nH]c(=O)[nH]c(=O)c1S(=O)(=O)N1CCCC1	-6	4	-5	-1	11	1	-4	21	-2
CCOC(=O)c1c(/N=C/N(C)C)sc(C=O)c1-c1ccccc1	-8	-5	14	-3	11	1	-1	19	-4
CCn1c(=O)c(CCC(=O)NCC2CCCO2)c(C)c2c(C)nn(-c3ccccc3)c21 (stereo not given)	-7	2	8	8	22	0.96	4	31	-1
CC(=O)c1cccc(NC(=O)CN(C)S(=O)(=O)c2ccccc2)c1	4	-2	1	-3	-3	0.88	12	9	2
CC1CC2c3cccc(C(=O)O)c3C(=O)N2c2ccc(Cl)cc21 (stereo not given)	1	-5	-13	-3	2	1.1	-7	20	-1
Cc1nnc(NC(=O)CSc2nc(N)c(NC(=O)c3cccs3)c(=O)[nH]2)s1	3	-3	3	5	-9	1.1	-8	4	1
Cc1cccc(N2C(=O)C(O)=C(C(=O)c3cccs3)C2c2ccc(F)cc2)n1 (stereo not given)	1	1	0	0	-4	0.97	3	15	0
O=C(CN1C(=O)NC2(CCCCCCC2)C1=O)Nc1c(Cl)cccc1Cl	16	-7	-4	-3	-12	0.97	3	-5	-3
CCC(C)NC(=O)C1CC(c2ccc(OC)cc2)=NO1 (stereo not given)	7	-3	17	-2	3	0.97	3	6	0
Cc1ccc2sc(C)[n+](CCC(C)S(=O)(=O)[O-])c2c1 (stereo not given)	1	-9	5	0	-5	0.89	11	0	1
CC(CCc1ccccc1)NC(=O)CCNC(=O)c1ccccc1Cl (stereo not given)	-16	-2	2	-3	15	1.1	-5	-4	0
CCn1nc(C(=O)Nc2ccc(C)c(C)c2)c(Cl)c1Cl	0	-5	10	1	-1	0.98	2	-3	-3
CCNc1ccccc1CP(=O)(c1ccccc1)c1ccccc1O (stereo not given)	-6	31	8	-5	10	0.89	11	-1	0
CCOc1ccc(C(C)C)cc1S(=O)(=O)n1nc(C)cc1C	-27	-2	4	-2	24	1.1	-11	37	-3
COCCN(CCOC)CC(O)COC(c1ccccc1)c1ccccc1 (stereo not given)	1	-6	-12	0	-27	1	-1	1	-2
CCN(CC)C(=O)C1CCCN(c2ccc([N+](=O)[O-])cc2/C=N/NC(=O)c2cccc([N+](=O)[O-])c2)C1 (stereo not given)	15	-2	21	-1	12	0.98	2	16	-1
CN(Cc1ccccc1)CC(O)COc1ccc(CNCCOc2cccnc2)cc1 (stereo not given)	15	-4	-1	-4	-11	1	-2	-3	8
CC1(C)CN(c2ccsc2C(=O)O)C1=O	3	3	-9	-4	10	1.1	-10	-1	1
Cc1nc(CC(=O)c2ccc(O)c(C)c2O)cs1	-11	-5	3	-2	-15	1	-1	1	-3
Cc1ccc(-n2nc(C(=O)O)c3ccccc3c2=O)cc1C	-18	-5	2	-2	-20	1.2	-22	18	-3
CC(=O)Oc1ccc2nc(/C=C/c3ccccc3)oc(=O)c2c1	-21	1	33	-5	33	1	-2	4	11
Cc1cc(-n2cnc(-c3cn[nH]c3C)n2)no1	7	-10	-16	-1	6	0.96	4	-28	0
COc1cccc(C(=O)/C=C/c2ccc(SC)cc2)c1	9	-3	12	-4	24	0.94	6	29	0
COc1ccc(CC(=O)Nc2cccc(C(C)=O)c2)cc1S(=O)(=O)N1CCOCC1	0	-2	2	1	5	0.99	1	-19	-1
C/C(=N\NC(=O)c1ccccc1)c1ccc(C)c([N+](=O)[O-])c1	2	0	-6	-1	13	1.1	-6	-4	-1
CCn1c(C)c(C)c2cc(C(=O)NCCCN3CCCCC3)ccc21	-32	-5	-1	0	9	1	-1	12	-9
CC(C)(C)N(Cc1ccccc1)C(=O)COC(=O)/C=C/c1ccc2c(c1)OCO2	-2	0	7	1	13	0.93	7	8	1
CC(C)c1ccc(C(O)Cc2nc3ccccc3n2C)cc1 (stereo not given)	5	-8	43*	-1	24	0.98	2	17	-4
CCc1ccc(N(C(=O)c2ccco2)C(C(=O)NC2CCCC2)c2ccco2)cc1 (stereo not given)	-4	2	42*	1	-1	1	0	27	1
Cc1ccc(C(=O)N2CCC(C(=O)Nc3cccc([N+](=O)[O-])c3)CC2)cc1	8	-5	8	-2	8	0.93	7	8	-3
Cc1sc2nc(CSCC(=O)Nc3cc(F)ccc3F)[nH]c(=O)c2c1C	14	-10	16	3	14	1	-2	17	-4
O=C(Cc1sc(Nc2ccccc2)nc1-c1ccccc1)NCc1ccccc1	-30	-9	13	-3	28	0.91	9	21	-8
Cc1cc2cc3c(cc2nc1SCC(=O)Nc1c(C)cccc1C)CCC3	-28	-5	-22	-3	12	1.1	-12	5	0
COc1ccccc1CNC(=O)CCC(=O)N1CCOc2ccc(Cl)cc21	6	-13	3	3	16	1	-2	23	-3

(cont.)
SMILES	hIAP block	APOBEC3G inh	TIM10 inh	MIN6 prolif	NALP3 yeast inh	mIAP activ	mIAP block	tim10-1 inh	A3A deaminase
CCc1ccc(-n2c(O)cnc2Nc2nc(C)cc(C)n2)cc1	-25	-3	2	3	9	0.97	3	8	-1
COc1cc(CNCCc2ccc(S(N)(=O)=O)cc2)ccc1OCC(=O)NC1CCCCC1	11	-4	-15	-3	10	0.98	2	8	4
CCOc1ccccc1NC(=O)CCCNC(=O)Cn1cnc2sc(C)c(C)c2c1=O	-15	-13	6	1	12	0.94	6	-32	-3
Cc1ccc(N2C(=O)c3ccc(C(=O)N4CCN(c5ccc(C)c(C)c5)CC4)cc3C2=O)cc1	6	-1	0	-3	9	1.1	-8	10	-1
CCOC(=O)N1CCN(C(=O)Cc2ccsc2)CC1	7	-2	11	-1	6	0.98	2	4	-1
CS(=O)(=O)N(CC(=O)Nc1ccccc1)Cc1ccc(Cl)cc1	-13	-3	-1	-4	1	1.1	-13	35	0
CC(C)Oc1ccc(CNS(=O)(=O)c2csc(C(N)=O)c2)cc1	0	-1	3	-1	1	1	-4	-9	-3
COc1cc(NC(=O)c2ccccc2)c(OC)cc1NC(=O)CN1CCOCC1	-9	-3	-9	-1	-7	0.91	9	8	-1
O=C(CNC(=S)N(Cc1ccccc1Cl)C1CCCC1)NCCN1CCOCC1	-28	-3	-13	-1	-10	1.1	-14	-5	-3
COCCCn1c(SCC(=O)N2CC(=O)Nc3ccccc32)nnc1-c1ccoc1C	-23	-10	4	-1	1	1.1	-12	5	-6
O=C(COc1ccc(S(=O)(=O)N2CCCC2)cc1Cl)NC1CC1	-30	4	2	-2	7	1.1	-9	10	-3

Only TIM10 inh (2 entries from above):
SMILES | TIM10 inh
COC(=O)c1cc2ccccc2c(-c2c(O)ccc3ccccc23)c1O | 34
O=C(COc1ccc(S(=O)(=O)N2CCCC2)cc1Cl)NC1CC1 | 2
